# SENP6 inh: blocks the human protease SENP6. Recombinant SENP6 catalytic domain, aminoluciferin luminescence. Q9GZR1. inhibition, % at 10 µM. 330,000 compounds, 1.8% hits;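 active = inhibition above about 50% at the single tested dose, limit read from the data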;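 also: plate controls were DMSO wells with enzyme for no effect and DMSO wells lacking enzyme for full effect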
# MPTP block: blocks calcium-induced mitochondrial swelling | 360,000 compounds, 1.4% hits | inhibition, % at 10 µM | AID 602449 | isolated mouse mitochondria, Ca2+ swelling absorbance, 30 min;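 active = inhibition of 50% or more, scaled per plate between neutral and stimulator controls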;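 also: 0% = DMSO wells given calcium and 100% = 1 mM EGTA wells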
# ATG4B inh: inhibitors of human ATG4B cysteine protease | ATG4B cleavage of LC3-PLA2, NBD-HPC fluorescence, 1 h | inhibition, % at 8.33 µM | AID 504462 | Q9Y4P1 | 340,000 compounds, 0.51% hits; in the data active = inhibition above about 40%
# Target sequence (Q9Y4P1 whole entry, looked up): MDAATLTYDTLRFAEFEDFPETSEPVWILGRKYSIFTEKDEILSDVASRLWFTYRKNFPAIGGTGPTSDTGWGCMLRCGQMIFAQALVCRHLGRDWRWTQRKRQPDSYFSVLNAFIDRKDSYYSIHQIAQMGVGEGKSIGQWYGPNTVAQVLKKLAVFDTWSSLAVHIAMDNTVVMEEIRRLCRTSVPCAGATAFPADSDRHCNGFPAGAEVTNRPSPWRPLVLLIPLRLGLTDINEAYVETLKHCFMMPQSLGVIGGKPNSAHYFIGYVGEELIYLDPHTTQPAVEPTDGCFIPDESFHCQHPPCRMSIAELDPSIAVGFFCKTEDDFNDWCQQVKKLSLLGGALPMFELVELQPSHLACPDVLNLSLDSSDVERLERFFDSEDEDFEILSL
# SENP7 block: SENP7 protease inhibition | recombinant SENP7, Z-RLRGG-aminoluciferin luminescence, 40 min | Q9BQF6 | inhibition, % at 5 µM | 330,000 compounds, 1.5% hits;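 active = inhibition above about 50% at the single test dose, limit read from the data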;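 also: plate controls were DMSO with enzyme for no effect and no enzyme buffer wells for full effect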
# Target sequence (Q9BQF6 706-1050 limits assumed): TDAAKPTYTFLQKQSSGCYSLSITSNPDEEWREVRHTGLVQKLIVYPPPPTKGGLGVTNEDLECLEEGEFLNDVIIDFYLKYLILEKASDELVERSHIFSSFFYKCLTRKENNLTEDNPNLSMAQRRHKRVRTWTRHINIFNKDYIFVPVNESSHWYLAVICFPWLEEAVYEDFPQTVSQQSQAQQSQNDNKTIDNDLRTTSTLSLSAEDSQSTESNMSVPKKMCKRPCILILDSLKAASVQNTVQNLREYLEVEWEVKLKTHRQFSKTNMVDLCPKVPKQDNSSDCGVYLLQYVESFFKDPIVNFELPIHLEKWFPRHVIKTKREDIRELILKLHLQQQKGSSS
# PfG6PD inh: PfG6PD (Plasmodium falciparum) enzyme inhibition; PfGluPho enzyme, NADPH resazurin-diaphorase fluorescence; inhibition, % at 20 µM; 350,000 compounds, 0.78% hits;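 active = inhibition reaching at least a set limit at 20 µM in the primary screen, cut at about 59% in these data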;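 also: 0% = DMSO wells with substrate and 100% = DMSO wells lacking glucose-6-phosphate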
# SENP8 inh: blocks human SENP8 cleavage of Nedd8 substrate. recombinant SENP8, Nedd8 substrate fluorescence. inhibition, % at 20 µM. Q96LD8. 360,000 compounds, 0.64% hits; in the data active = inhibition mostly above about 40%, no sharp cut-off; inactive = mostly below about 27%
# Target sequence (Q96LD8 whole entry, looked up): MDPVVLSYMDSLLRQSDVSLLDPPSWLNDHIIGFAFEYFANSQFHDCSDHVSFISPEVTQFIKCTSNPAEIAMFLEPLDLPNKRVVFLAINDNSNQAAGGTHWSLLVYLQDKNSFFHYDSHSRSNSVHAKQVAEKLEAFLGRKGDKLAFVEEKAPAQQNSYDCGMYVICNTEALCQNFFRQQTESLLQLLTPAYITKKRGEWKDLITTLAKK
# GRIN3A LBD mod: modulators (binders) of human NR3A ligand-binding domain; Tm shift relative to glycine control, % at 25 µM; 340,000 compounds, 2.5% hits; NR3A LBD differential scanning fluorimetry, Tm shift; 0% = protein alone, 100% = glycine-bound protein;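 active = melting temperature shift of at least 10% of the positive control shift, at one fixed dose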
# HKDC1 inh: inhibitors of human hexokinase HKDC1 | inhibition, % at 20 µM | recombinant HKDC1, G6PDH/diaphorase resazurin coupled fluorescence | Q2TB90 | 340,000 compounds, 0.16% hits | AID 493160;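 active = inhibition above about 35% when tested at 20 µM, limit read from the data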;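 also: plate controls were DMSO wells with enzyme for no effect and DMSO wells lacking enzyme for full effect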
#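 Assay system: recombinant HKDC1 hexokinase; detection: coupled resazurin fluorescence, excitation 525 nm, emission 613 nm; benchmarks: DMSO-plus-enzyme-mix negative control, buffer-substituted positive control; compound dosing: single 20 µM dose; schedule: 90 min at room temperature in dark; also added: glucose plus 1 mM ATP as hexokinase substrates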
# Starred values were filed as active, the others as inactive; / = no result given.
SMILES,SENP6 inh,MPTP block,ATG4B inh,SENP7 block,PfG6PD inh,SENP8 inh,GRIN3A LBD mod,HKDC1 inh
COc1ccc(NC(=O)N2CCC(Cc3ccccc3)CC2)cc1,11,1.0,-5,0,-4,19,1,-10
C(=C\c1cc(/C=C/c2ccccc2)ncn1)/c1ccccc1,-20,-0.3,-11,-4,-4,-286,-22,0
Cc1onc(-c2ccccc2)c1C(=O)Nc1ccc(NC(=O)c2c(-c3ccccc3)noc2C)cc1,-4,4.3,-5,2,7,12,0,3
CCc1ccc(Nc2cc(C(=O)NCCCN3CCOCC3)c3ccccc3n2)cc1,2,52*,-5,0,7,-83,-6,1
C=CCn1nc2ccccc2c1OC,4,0.5,9,0,1,-2,-1,-3
CCCC(=O)NC(=S)Nc1ccc(CN2CCOCC2)cc1,-14,-0.4,-5,-5,2,9,1,-8
O=C(N/N=C/c1ccc(N2CCOCC2)o1)c1cccc(C(F)(F)F)c1,-13,3.7,-12,-2,45,11,3,-9
COc1cc(Cl)c(C)cc1NC(=O)CCNC(=O)c1ccco1,2,0.2,3,-5,9,2,1,-2
CC(C)N(C(=O)CSc1nc2ccccc2n1Cc1ccccc1)C(C)C,13,0.4,0,0,27,8,0,1
O=C(C1=C(O)C(=O)N(c2nc3ccc(Cl)cc3s2)C1c1ccco1)c1ccco1 (stereo unspecified),33,5.2,12,-3,12,-136,0,36*
CN(C)CCNc1ncnc2sc(-c3ccccc3)cc12,-20,-0.3,11,3,13,-280,-1,0
Cc1cc(C(=O)Nc2nc3c(s2)CCCC3)cs1,84*,0.0,12,86*,24,-4,1,-3
O=S(=O)(Nc1ccccc1O)c1cccc2cccnc12,-3,-0.6,-6,-7,38,16,-22,6
COc1ccc(-c2c(C)nn3c(N4CCC5(CC4)OCCO5)cc(C)nc23)cc1OC,-2,0.3,-7,6,-11,-12,0,-5
COCCNc1nnc(SCC(=O)NC(=O)c2ccc(Cl)cc2)s1,-12,1.8,-2,6,1,5,0,-3

# A second format for part of the listing above:
canonical_smiles	SENP6 inh	MPTP block	ATG4B inh	SENP7 block	PfG6PD inh	SENP8 inh	GRIN3A LBD mod	HKDC1 inh
O=S(=O)(Nc1ccccc1O)c1cccc2cccnc12	-3	-0.6	-6	-7	38	16	-22	6
O=C(N/N=C/c1ccc(N2CCOCC2)o1)c1cccc(C(F)(F)F)c1	-13	3.7	-12	-2	45	11	3	-9
CCc1ccc(Nc2cc(C(=O)NCCCN3CCOCC3)c3ccccc3n2)cc1	2	52*	-5	0	7	-83	-6	1
C(=C\c1cc(/C=C/c2ccccc2)ncn1)/c1ccccc1	-20	-0.3	-11	-4	-4	-286	-22	0
C=CCn1nc2ccccc2c1OC	4	0.5	9	0	1	-2	-1	-3

# More records follow:
SMILES,SENP6 inh,MPTP block,ATG4B inh,SENP7 block,PfG6PD inh,SENP8 inh,GRIN3A LBD mod,HKDC1 inh
CC(C(C(=O)N1CCCCC1)N1CCCCC1)N1CCCCC1 (stereo unspecified),/,-1.8,-4,/,-3,11,1,-2
CC1(C)NC(=O)N(CCCOc2ccccc2Br)C1=O,7,-2.4,5,-5,-1,9,-1,-2
COC(=O)c1cc(NC(=O)CN2C(=O)C(=O)N(C3CCCC3)C2=O)cc(C(=O)OC)c1,0,0.0,0,0,-11,-73,-2,3
O=C(CC1C(=O)NCCN1C(=O)Nc1ccc(F)cc1)Nc1cc(Cl)ccc1Cl (stereo unspecified),-6,-0.5,-9,4,13,2,1,-2
CNC(=O)Nc1ccc2snnc2c1,2,-2.0,-5,-6,15,-44,0,-7
COc1ccc(CCN2CC(C(=O)OCC(=O)Nc3c(C)nn(-c4ccccc4)c3C)CC2=O)cc1OC (stereo unspecified),-12,-0.7,-7,-5,9,12,1,-3
COC(Cc1nnc(SC)n1-c1ccc(Cl)cc1)OC,-4,-2.5,6,0,-6,10,1,13
COc1ccccc1C(=O)NC(CCSC)C(=O)NC1CCCCCC1 (stereo unspecified),8,1.7,6,3,-11,19,-2,7
COC(=O)c1cccc(-n2nnnc2SCC(=O)Nc2cc(C)on2)c1,-28,-0.7,-9,-3,-16,11,0,-15
CCCCC(c1nnnn1CCOC)N1CCN(CC)CC1 (stereo unspecified),-20,-0.7,-12,-8,0,4,5,2
Cc1ccc(Nc2nc(-c3ccc(S(=O)(=O)N4CCCC4)cc3)cs2)cc1C,-1,4.1,-1,-1,38,-305,8,-9
Cc1[nH]n(-c2ccc(Cl)cc2)c(=O)c1N=Nc1cccnc1,-21,3.7,0,9,10,43*,0,1
CCN(CC)CCN1C(=O)C(=O)/C(=C(/O)c2ccc(OC)cc2)C1c1ccco1 (stereo unspecified),13,-3.3,-1,4,0,16,-1,-8
COc1ccc(NS(=O)(=O)c2cccc(C(=O)OCC(=O)Nc3cc(C)on3)c2)cc1,7,-4.1,-1,11,-8,10,1,-3
CN1C(=O)/C(=C/c2ccc(OCc3ccc(F)cc3)cc2)N(C)C1=S,19,-0.8,-2,6,1,5,1,-7
COc1ccc(S(=O)(=O)N(C)CC(=O)Nc2ccc(F)cc2)cc1,-34,0.6,3,1,-2,12,2,-6
Clc1ccc(-c2nnc3cccc(Cl)n23)c(Cl)c1,6,6.5,0,1,-6,34,0,-2
[O-]c1c[n+](-c2ccccc2)no1,-16,4.3,2,1,-17,-12,1,0
CCOc1cc(C(=O)NC(C)CCc2ccccc2)cc(OCC)c1OCC (stereo unspecified),16,0.8,8,-3,-3,14,-2,2
CCOC(=O)c1c(NC(=O)C2C3CCC(O3)C2C(=O)O)sc(C)c1-c1ccc(C)cc1 (stereo unspecified),16,1.0,1,6,-46,-19,-5,-1
CCOC(=O)N1CCC(N2CCCC(C(=O)c3cccc(OC(C)C)c3)C2)CC1 (stereo unspecified),27,1.6,-4,13,-16,-12,0,-3
Cc1cccc(N2CCN(Cc3nc(CC4CC4)no3)CC2)n1,-15,-1.8,-9,2,8,2,3,-4
CN(C)CCOc1cccc(Br)c1,-1,0.2,-7,9,-3,25,-1,-8
COC(=O)c1cc(Br)c(=O)n(CCc2ccccc2)c1,-14,-5.2,-2,-2,0,8,-1,-2
Cn1c(-c2ccc(C=O)s2)nc2c3ccccc3c3ccccc3c21,-3,1.8,-4,-1,43,-423,0,21
CCOc1ccc(CN(C)C(=O)[C@H](Cc2ccccc2)NC(=O)OCc2ccccc2)cc1OC,-34,-0.8,-4,-2,-2,12,0,0
CCN1CCN(CC(O)COc2ccc3c(c2)CCC3)CC1 (stereo unspecified),14,-0.8,-6,7,-12,15,-5,-12
CC(=O)Nc1ccc(S(=O)(=O)Nc2cccc3cccnc23)cc1,-9,-1.7,3,-4,-7,19,3,7
COC(=O)c1cccc(C23CC4(C2)[C@H](CN(Cc2cccnc2)[C@@H]4c2ccccc2)C3c2ccc(C(F)(F)F)cc2)c1 (stereo partly specified),-5,/,-3,0,11,/,-3,2
O=C1c2ccccc2C(=O)N1CCSC(=S)N1CCOCC1,-6,0.8,-14,-1,4,8,/,17
COc1cccc(C(=O)N(c2ccc(OC)cc2OC)C2C=CS(=O)(=O)C2)c1 (stereo unspecified),-3,-2.1,1,0,-15,0,0,-7
O=S1(=O)[C@H]2C[C@@H]3C=C[C@@]2(CN1Cc1cccc(C(F)(F)F)c1)O3,2,0.8,-9,3,1,8,-1,-6
O=C(Nc1ccc(N2CCOCC2)cc1)c1cccc2ccccc12,-16,-0.6,-14,3,-5,10,0,-1
COc1cccc(-c2ncc3ccccc3c2COC(=O)c2ccc(C(C)(C)C)cc2)c1,-16,3.8,-2,-6,19,3,2,3
Cc1nc(NC(=O)COC(=O)CNC(=O)c2ccco2)c(Cl)cc1Cl,4,-1.3,-5,5,8,-22,0,-4
O=C(CN1C(=O)NC2(CCCCC2)C1=O)NCCc1ccccc1,-4,-0.2,1,-5,-3,15,0,0
COc1ccc(S(=O)(=O)N2CCCCC2)cc1NC(=O)Cn1cnc2ccccc2c1=O,-11,0.3,-10,1,8,-9,2,1
CC(=O)Nc1cccc(NC(=O)Nc2ccc(C)c(Cl)c2)c1,0,2.8,-2,0,5,-2,36*,-3
COc1ccccc1Cn1c(CCCO)nc2ccccc21,3,4.3,5,3,-20,6,0,1
Cc1cc(CC(C)C)n(-c2nc3ccccc3c(=O)n2OCC(N)=O)n1,-12,2.2,-4,5,-25,18,-2,1
Cc1ccc(C(=O)N/C(=C\c2ccc(-c3ccccc3[N+](=O)[O-])o2)C(=O)NCCCN(C)C)cc1,50*,0.5,-17,15,18,-6,-1,13
O=C(Cn1cnc2ccccc21)N/N=C/c1cccc([N+](=O)[O-])c1,9,-1.9,-2,-5,8,18,0,4
COc1ccc(S(=O)(=O)NCC2CCCN(C(=O)CC3CCCC3)C2)cc1 (stereo unspecified),-2,0.4,-1,5,-8,21,1,-11
CN(C)C(CNC(=O)CCCN1C(=O)c2cccc3cccc(c23)C1=O)c1ccccc1 (stereo unspecified),-5,0.1,-13,1,12,-230,0,1
COc1ccc(C(CC(=O)Nc2ncccc2C)N2Cc3ccccc3C2=O)cc1OC (stereo unspecified),-2,0.7,0,-6,1,10,1,-2

# Quoted from the listing.
# C=CCn1nc2ccccc2c1OC in PfG6PD inh is listed with 1
# CNC(=O)Nc1ccc2snnc2c1 in SENP8 inh is listed with -44

# (listing goes on)
SMILES,SENP6 inh,MPTP block,ATG4B inh,SENP7 block,PfG6PD inh,SENP8 inh,GRIN3A LBD mod,HKDC1 inh
CC1CCCN(C(=O)COC(=O)c2ccc[nH]c2=O)C1 (stereo unspecified),1,-0.6,10,7,-18,-22,-3,-8
COc1ccc(C(=O)NNC(=O)Cc2ccc([N+](=O)[O-])cc2)cc1,7,0.2,-2,7,-5,10,0,-7
COc1cccc(C(=O)NNC2=CC(=O)CC(C)(C)C2)c1,-20,-0.2,2,-1,6,5,0,-4
O=C(NCc1ccccc1)c1onc(CSc2ccc(Cl)cc2)c1C(=O)NCC1CC1,0,0.2,-4,-4,12,2,-6,-1
Cn1c(=O)c2c(nc(CN3CCN(C(=O)c4ccco4)CC3)n2Cc2ccccc2F)n(C)c1=O,-20,-0.2,-1,-4,3,14,-2,-1
CC1CCCC(NC(=O)c2cc(S(=O)(=O)N3CCOCC3)ccc2F)C1C (stereo unspecified),3,1.5,4,-10,-24,-6,-1,-3
Cc1c(C#N)c2ncn(CCCN(C)C)c(=O)c2n1-c1ccccc1,3,-0.8,-3,-1,-16,14,-1,-4
Cc1ccc(NN=C2c3ccccc3-c3ccccc32)cc1,-6,2.4,24,-7,4,23,0,10
COc1cccc(CN2CC(C(=O)NCCSc3nnnn3C)CCC2=O)c1 (stereo unspecified),9,-1.5,19,-7,-2,12,-2,-5
O=C(CSc1nc(-c2cccs2)cc(C(F)(F)F)n1)NCCCN1CCOCC1,14,-1.0,-4,-5,-1,-39,1,-10
COc1ccc(S(=O)(=O)c2ccc(O)cc2)cc1,-19,0.6,-9,-2,-10,8,-2,0
CC#CC[N+](C)(CC#CC)CC(=O)c1ccccc1,8,0.5,-8,5,-8,4,-1,-1
CCOC(=O)c1cnc(SCC(=O)Nc2ccc3c(c2)OCCO3)nc1N,6,1.5,-8,0,-4,27,0,-3
Cc1ccccc1OCC(O)Cn1c(N2CCN(c3ccccc3)CC2)nc2c1c(=O)[nH]c(=O)n2C (stereo unspecified),-10,-0.1,-10,-9,10,7,-6,10
CC(OC(=O)C1CC=CCC1C(N)=O)C(Cl)=C(Cl)Cl (stereo unspecified),-17,0.8,-6,2,-4,5,-1,-11
c1ccc2c(Cn3ccnc3)c[nH]c2c1,-4,-0.5,-3,3,3,27,6,-11
Cc1ccnc(NC(=O)CCC(=O)N(CC(=O)NC(C)(C)C)c2ccc(F)c(Cl)c2)c1,8,-1.7,11,3,-3,5,-1,-6
